Yp Topo-I inh: Yersinia pestis topoisomerase I inhibitors, primary screen, biochemical, cleavage product accumulation, plate reader, single point. DNA topoisomerase I (Yersinia pestis CO92). Y. pestis Topo-I cleavage product accumulation. activity, % at 10 µM. hit rate 0.064% among 360,000; in the data active = activity above about 50%, passing the limit was not always enough; also: inactives centre near 2
Rv3671c inh: Rv3671c serine protease inhibitors, primary screen, biochemical, fluorescence polarization, M. tuberculosis H37Rv; AID 2606, 2010; inhibition, % at 5.96 µM; hit rate 0.048% among 320,000; in the data active = inhibition above about 38%;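 also: extracellular domain of Rv3671c used as enzyme; 0% = enzyme with DMSO and 100% = no enzyme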
Target sequence (P9WHR9 whole entry, looked up, the tested form may be a part): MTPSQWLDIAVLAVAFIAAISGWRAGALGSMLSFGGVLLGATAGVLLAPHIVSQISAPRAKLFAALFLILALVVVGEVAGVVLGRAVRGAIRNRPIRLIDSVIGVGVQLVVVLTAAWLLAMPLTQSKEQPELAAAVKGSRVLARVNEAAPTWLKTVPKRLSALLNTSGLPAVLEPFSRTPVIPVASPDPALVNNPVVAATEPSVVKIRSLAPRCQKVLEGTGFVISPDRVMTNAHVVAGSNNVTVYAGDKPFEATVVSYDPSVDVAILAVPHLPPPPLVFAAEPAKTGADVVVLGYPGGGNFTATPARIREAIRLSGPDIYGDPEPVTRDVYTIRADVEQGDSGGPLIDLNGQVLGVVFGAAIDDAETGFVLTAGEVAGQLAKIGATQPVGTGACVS
Anthrax LF inh2: Bacillus anthracis LF protease inhibitors, primary screen, biochemical, multiplex microsphere, MLPCN library | AID 588501, 2011 | multiplex microsphere protease cleavage assay | hit rate 0.12% among 360,000 | Lethal factor (Bacillus anthracis), P15917 | inhibition, % at 10 µM; in the data active = inhibition above about 30%; also: plate controls were buffer without enzyme for full effect and enzyme alone for no effect
PfHsp40 rescue: rescue of yeast from PfHsp40 toxicity, primary screen, S. cerevisiae, ATP luminescence. S. cerevisiae expressing PfHsp40, growth rescue. growth rescue, % at 12.5 µM. hit rate 0.68% among 340,000. AID 504582, 2011; in the data active = growth rescue above about 28%, passing the limit was not always enough;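 also: yeast W303a lacking pdr1 and pdr3 grown in galactose medium; growth measured after three days at 30 °C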
3CLpro inhibitor: SARS-CoV 3CLpro protease inhibitors, primary screen, biochemical, quenched FRET; Replicase polyprotein 1ab (Severe acute respiratory syndrome coronavirus), P0C6X7; recombinant SARS-CoV 3CLpro, quenched FRET peptide cleavage; inhibition, % at 6 µM; hit rate 0.14% among 290,000; in the data active = inhibition above about 12%
Vc quorum ag: inducers of Vibrio cholerae quorum light production without autoinducers, primary screen, BH1578 luxS cqsA deficient, single point; AID 588436, 2011; activation, % at 18.7 µM; hit rate 0.16% among 350,000; V. cholerae BH1578 lux reporter, luminescence, 6 h; in the data active = activation mostly above about 9.7%, no sharp cut-off; also: not every result past the cut was called active; inactives centre near 0; reference of the scale not given here
MazF activator: activators of E. coli MazEF toxin-antitoxin RNase, primary screen, biochemical, fluorescence, uHTS. FAM/BHQ RNA-DNA oligo cleavage fluorescence, 5 h. Endoribonuclease toxin MazF (Escherichia coli (strain K12)), P0AE70. hit rate 0.32% among 350,000. activation, % at 20 µM; in the data active = activation above about 50%
Target sequence (P0AE70 whole entry, looked up): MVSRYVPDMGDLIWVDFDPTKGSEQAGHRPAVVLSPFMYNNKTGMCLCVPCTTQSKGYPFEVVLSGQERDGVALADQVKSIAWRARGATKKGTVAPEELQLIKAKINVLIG
TcdB GH inh: TcdB glycohydrolase inhibitors, primary screen, biochemical, single point, plate reader; TcdB glycohydrolase enzymatic assay; inhibition, % at 9.99 µM; hit rate 0.24% among 350,000; AID 652162, 2013; Toxin B (Clostridioides difficile), P18177; in the data active = inhibition above about 10%
PriA SSB inh: inhibitors of Klebsiella pneumoniae PriA binding to SSB C-terminal tail, primary screen, biochemical, AlphaScreen; PriA–SSB C-terminal tail interaction (Klebsiella pneumoniae); AlphaScreen SSBct-PriA binding, biotinylated peptide; inhibition, % at 33 µM; hit rate 0.6% among 430,000; AID 1272365, 2023; in the data active = inhibition mostly above about 37%, no sharp cut-off; inactive = mostly below about 20%;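 also: plate controls were negative control peptide for no effect and reference peptide for full effect; strong numbers were not always called active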
VHR inh abs: VHR1 phosphatase inhibitors, primary screen, biochemical, absorbance, uHTS; recombinant VHR phosphatase, pNPP absorbance; AID 1654, 2009; hit rate 0.52% among 290,000; inhibition, % at 13.3 µM; Dual specificity protein phosphatase 3 (Homo sapiens), P51452; in the data active = inhibition above about 50%; also: some compounds called inactive have numbers as strong as hits
Target sequence (P51452 whole entry, looked up): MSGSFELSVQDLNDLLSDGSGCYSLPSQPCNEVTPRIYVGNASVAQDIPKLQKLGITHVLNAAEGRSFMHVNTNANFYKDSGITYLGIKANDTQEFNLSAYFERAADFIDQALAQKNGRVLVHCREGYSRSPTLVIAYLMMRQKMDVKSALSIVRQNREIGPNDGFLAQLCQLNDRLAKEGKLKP
* hit, by the source's call; i = inactive; . = not tested or not shown; & = joins results of further samples. This is a subset, so the mix of outcomes need not match the whole.

compound	Anthrax LF inh2	Vc quorum ag	MazF activator	VHR inh abs	Rv3671c inh	Yp Topo-I inh	PriA SSB inh	PfHsp40 rescue	TcdB GH inh	3CLpro inhibitor
CCOC(=O)c1c(C)n(CC(O)CN2CCOCC2)c2cc(Br)c(OC)cc12 (stereo unspecified)	-3	-0.5	6	6	-12	9	-2	0.2	1.9	0
Cc1noc(C)c1COc1ccc(C(=O)OCC(=O)N2CC3(C)CC2CC(C)(C)C3)cc1 (stereo unspecified)	-4	-10	-23	22	5	3	-4	1.9	.	-1
C=CCc1cc(Cl)ccc1OCCCn1ccnc1	7	i	-6	6	2	27	14	1.6	1.9	1
N#Cc1nnn(-c2ccc(Cl)cc2)c1N	-3	i	4	2&22	2	-6	-5	0.0	.	-1&3
Cc1cc2c(cc1S(=O)(=O)N1CCCC1)n(C)c(=O)c(=O)n2C	-8	-0.4	11	25	-10	-8	-16	-0.5	0.7	1
CCN(CC)c1ccc2cc(C(=O)NCc3ccc(F)cc3)c(=N)oc2c1	9	-0.3	.	19	-5	9	.	0.2	0.7	-18
Cc1ccc(CN2CCN(/N=C/c3cccnc3)CC2)cc1	1	-0.2	1	-13	-2	8	.	13	.	1
O=C(NCc1ccco1)C(c1ccc(F)cc1)N(C(=O)Cc1cccs1)c1cccnc1 (stereo unspecified)	-4	-2.0	-8	9	-4	-2	-11	-0.7	0.2	-2
CC(=O)CC(=O)NC(=NC1CCCCC1)Nc1nc(C)cc(C)n1	8	-1.9	6	25	-1	16	3	-0.2	.	0
COc1cc2c(cc1OC)C(C)N(C(=O)/C=C/c1cc(OC)c(OC)c(OC)c1)CC2 (stereo unspecified)	3	i	5	17	4	33	-4	-0.4	1.0	-6
CCn1c(CSc2nc(C)cc(C)n2)nnc1SCC(N)=O	-5	-0.1	-6	16	-5	-13	-13	-0.2	-0.8	6
O=C(CNC(=O)c1cccc(F)c1)OCC(=O)N1CCCc2ccccc21	-10	i	-13	1	-15	-8	-2	-0.5	.	0
Cc1ccc(/C=N/NC(=O)C2(O)c3ccccc3-c3ccccc32)o1	0	-0.3	-2	-8	10	-1	.	-0.1	.	2
Cc1onc(-c2ccccc2)c1C(=O)OCC(=O)NC(=O)c1ccccc1	-4	i	2	.	6	10	5	0.0	2.6	.
O=C(c1ccc2c(=O)n3c(nc2c1)CCCCC3)N1CCN(c2ccc(Cl)cc2)CC1	-6	-0.4	-2	33	-10	2	12	0.3	0.1	4
Cc1cc(NC(=O)c2cc(-c3ccccn3)nc3c(Cl)cccc23)no1	-2	i	-16	19	-4	0	2	-1.8	1.3	1

Four compounds picked at random from the list so far:
compound	Anthrax LF inh2	Vc quorum ag	MazF activator	VHR inh abs	Rv3671c inh	Yp Topo-I inh	PriA SSB inh	PfHsp40 rescue	TcdB GH inh	3CLpro inhibitor
Cc1cc(NC(=O)c2cc(-c3ccccn3)nc3c(Cl)cccc23)no1	-2	i	-16	19	-4	0	2	-1.8	1.3	1
O=C(CNC(=O)c1cccc(F)c1)OCC(=O)N1CCCc2ccccc21	-10	i	-13	1	-15	-8	-2	-0.5	.	0
CC(=O)CC(=O)NC(=NC1CCCCC1)Nc1nc(C)cc(C)n1	8	-1.9	6	25	-1	16	3	-0.2	.	0
O=C(c1ccc2c(=O)n3c(nc2c1)CCCCC3)N1CCN(c2ccc(Cl)cc2)CC1	-6	-0.4	-2	33	-10	2	12	0.3	0.1	4

(list continues)
compound	Anthrax LF inh2	Vc quorum ag	MazF activator	VHR inh abs	Rv3671c inh	Yp Topo-I inh	PriA SSB inh	PfHsp40 rescue	TcdB GH inh	3CLpro inhibitor
Cc1ccccc1/C=C1\Oc2ccccc2C1=O	-8	i	0	.	-7	7	8	0.6	-0.3	.
Cn1c(SCC(=O)NC2CCCC2)nc2c(c1=O)SCC2	-4	-0.5	-4	22	0	5	-5	0.8	1.6	0
Cc1ccc(C)c2[nH]c(=O)c(CN(Cc3cccs3)C(=S)NCc3ccco3)cc12	1	i	6	-16	-23	-1	-11	-1.9	.	-1
COCCNC(=O)C(OC(=O)c1ccco1)c1ccc(OC)cc1 (stereo unspecified)	10	-0.1	8	.	.	3	-2	-0.5	-0.1	.
Cc1ccc(N2C(=O)NC(=O)/C(=C\c3ccc(N4CCOCC4)cc3)C2=O)cc1	0	-0.3	-21	3	-8	3	-3	0.2	.	1
Cc1ccc(C(=O)NC2CCS(=O)(=O)C2)cc1S(=O)(=O)N1CCOCC1 (stereo unspecified)	2	i	2	4	2	5	4	0.0	.	-2
Cn1cc([N+](=O)[O-])c(C(=O)Nc2ccn(Cc3c(F)c(F)cc(F)c3F)n2)n1	-2	i	-16	-14	6	-2	-7	-0.7	.	-5
Cc1cccn2c(=O)c3cc(C(=O)NCCCN4CCCC4=O)n(C)c3nc12	-4	i	9	13	-13	2	-13	0.2	.	3

Another view of 2 compounds above:
CCOC(=O)c1c(C)n(CC(O)CN2CCOCC2)c2cc(Br)c(OC)cc12 (stereo unspecified)
- Anthrax LF inh2 = -3
- Vc quorum ag = -0.5
- MazF activator = 6
- VHR inh abs = 6
- Rv3671c inh = -12
- Yp Topo-I inh = 9
- PriA SSB inh = -2
- PfHsp40 rescue = 0.2
- TcdB GH inh = 1.9
- 3CLpro inhibitor = 0

Cc1noc(C)c1COc1ccc(C(=O)OCC(=O)N2CC3(C)CC2CC(C)(C)C3)cc1 (stereo unspecified)
- Anthrax LF inh2 = -4
- Vc quorum ag = -10
- MazF activator = -23
- VHR inh abs = 22
- Rv3671c inh = 5
- Yp Topo-I inh = 3
- PriA SSB inh = -4
- PfHsp40 rescue = 1.9
- TcdB GH inh = .
- 3CLpro inhibitor = -1

The listing continues.
compound	Anthrax LF inh2	Vc quorum ag	MazF activator	VHR inh abs	Rv3671c inh	Yp Topo-I inh	PriA SSB inh	PfHsp40 rescue	TcdB GH inh	3CLpro inhibitor
O=C(Cc1ccccc1)NC(Nc1cccc2ccccc12)C(Cl)(Cl)Cl (stereo unspecified)	-3	-5.6	4	21	11	-8	-16	-1.3	.	1
Fc1ccc(CNc2nc(-c3cccnc3)nc3ccccc23)cc1	3	-0.4	2	15	-14	12	-11	-0.1	-0.2	5
COc1ccc(NC(=O)c2cc3ccccc3cc2OC)cc1	-1	1.0	-9	5	-8	4	0	0.8	2.5	0
CC1=NS(=O)(=O)NC(C)(C)C1	0	i	8	.	.	1	-7	1.1	1.0	.
Oc1ccc(C[C@H]2CNC(=S)N2CC2CCCN2C[C@H](Cc2ccccc2)N2C[C@H](Cc3ccc(O)cc3)N(CC3CCCCCC3)C2=S)cc1 (stereo partly specified)	-6	i	-11	.	.	33	8	-1.1	-0.5	.
CCOC(=O)Cc1nnc(NC(=O)CSc2nnc3c4ccccc4n(C)c3n2)s1	2	-3.2	0	18	-20	-4	-1	-0.7	.	3
CN1CCN(C(=O)CCc2nc3ccccc3n2-c2ccccc2)CC1	1	i	1	1	13	-1	-14	0.4	0.9	-1
CC1CN(C(=O)COC(=O)c2ccc3ccccc3c2)CC(C)O1 (stereo unspecified)	-4	-0.3	1	.	.	-8	.	.	0.2	.
COc1ccc(OC)c(C2C3CN(C(C)C)CC=C3C(C#N)=C(N)C2(C#N)C#N)c1 (stereo unspecified)	-1	-0.3	8	-2	0	-7	22	-0.4	.	-4
O=C(CC1NCCN(Cc2ccccc2)C1=O)Nc1ccc(Cl)cc1 (stereo unspecified)	6	-0.7	2	31	3	0	-6	1.7	1.6	2
O=C(O)c1ccccc1NC(=O)C(Cc1ccccc1)N1C(=O)c2ccccc2C1=O (stereo unspecified)	-1	-0.1	-6	10	2	4	-8	.	0.0	5
COc1ccccc1C(C)NC(=O)c1ccc(S(=O)(=O)NCc2ccco2)cc1 (stereo unspecified)	-7	-1.1	-7	.	-3	17	-9	0.4	1.9	.
COc1ccc(N(C)S(=O)(=O)c2cccc(C(=O)N3CCN(Cc4ccc5c(c4)OCO5)CC3)c2)cc1	4	i	4	.	.	12	4	-0.2	1.2	.
CC1CC(C)(C)CC2(C1)NC(=O)N(CC(=O)Nc1ccc3c(c1)OCO3)C2=O (stereo unspecified)	-4	i	13	.	.	-8	.	.	0.1	.
CN1CCN(C(=O)C2=C[C@@H](c3ccc4c(c3)OCO4)C[C@@H](OCc3ccc(CO)cc3)O2)CC1	-8	-0.5	-3	26	-6	-2	-10	0.8	-0.2&-4.6	0
O=[N+]([O-])c1ccc(CN2CCOCCOCCOCC2)cc1	-2	-0.2	-19	29	-12	-3	6&-19	-0.5	1.0	0
COc1ccc(COCC(O)CN2CCC(C(N)=O)CC2)cc1 (stereo unspecified)	-8	i	5	8	6	8	6	-1.2	-2.9	3
CCCOC(=O)c1ccc(Oc2c(-c3ccc(O)cc3O)n[nH]c2C)cc1	-4	.	0	1	15	-3	24	2.6	.	7
C[C@@H]1CN([C@H](C)CO)C(=O)c2cccc(NC(=O)Nc3ccc(F)cc3)c2O[C@H]1CN(C)C(=O)Nc1ccc(C(F)(F)F)cc1	-3	i	5	.	-30	6	-7	0.2	2.7&2.7	.
O=C1NN(c2ccccc2)C(=O)/C1=C\c1ccccc1OCC(=O)N1CCOCC1	-17	-0.2	-3	17	7	0	-1	-1.0	.	6
Oc1ccc(N2CCN(C(c3ccccn3)c3nnnn3C3CCCC3)CC2)cc1 (stereo unspecified)	0	-1.5	7	13	0	-12	-3	-1.3	.	-1
O=C(NC1CCCCC1)NC1(C(=O)N2CCN3CCCC3C2)CCCCC1 (stereo unspecified)	-1	i	1	9	-2	-12	-11	-0.1	.	0
Cc1ccccc1NC(=O)NNC(=O)c1ccc2ccccc2c1	3	i	1	11	.	10	-11	1.2	-1.5	-4
